Screening data: PubChem, The Scripps Research Institute Molecular Screening Center
MBD2 inh = blocks human MBD2 binding to methylated DNA; AID 686964; hit rate 0.31% among 370,000; Q9UBB5; inhibition, % at 4.4 µM; TR-FRET, MBD2 binding to methylated oligonucleotide; in the data active = inhibition above about 13%
PRMT1 FP inh = PRMT1 (human) inhibition, primary screen | recombinant PRMT1, activity-based probe fluorescence polarization | hit rate 1.3% among 370,000 | Q99873 | AID 652257 | inhibition, % at 2.79 µM;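 active = inhibition above about 21% made by adding two undisclosed values, limit read from the data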
Target sequence (Q99873 whole entry, looked up): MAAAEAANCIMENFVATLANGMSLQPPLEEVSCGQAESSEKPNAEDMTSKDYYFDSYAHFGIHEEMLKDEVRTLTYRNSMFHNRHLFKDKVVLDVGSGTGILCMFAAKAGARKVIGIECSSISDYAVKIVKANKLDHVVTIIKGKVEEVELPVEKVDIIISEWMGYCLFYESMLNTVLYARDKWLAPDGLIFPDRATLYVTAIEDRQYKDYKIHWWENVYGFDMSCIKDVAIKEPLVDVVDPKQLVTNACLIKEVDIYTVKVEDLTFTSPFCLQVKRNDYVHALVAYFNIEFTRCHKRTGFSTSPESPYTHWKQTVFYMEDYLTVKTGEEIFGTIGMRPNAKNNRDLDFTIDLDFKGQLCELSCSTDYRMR
SIAE primary = human SIAE inhibition, primary screen; Q9HAT2; SIAE FP-Rh probe binding, fluorescence polarization; inhibition, % at 9.66 µM; hit rate 0.69% among 370,000; AID 1053197;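 active = inhibition above a cutoff: mean of compounds within the control limits plus 3 SD of those, cut at about 17% in these data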;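 note: 0% = plate median of compound wells and 100% = probe without SIAE protein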
LEDGF integ inh = blocks HIV-1 LEDGF/p75-dependent DNA integration; hit rate 0.64% among 370,000; inhibition, % at 3.7 µM; TR-FRET IN-LEDGF/p75 DNA integration, Eu/Cy5;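 active = inhibition above the screen-wide mean plus 3 SD, cut at about 13% in these data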;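 note: signal is the Cy5 over europium emission ratio at 671 and 618 nm; 0% = plate median of compound wells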
proKLK7 act = activators of human kallikrein-7 zymogen; activation, % at 7 µM; AID 652039; purified proKLK7, EDANS-DABCYL substrate fluorescence; 100% is mature enzyme control, 0% vehicle; hit rate 0.9% among 370,000; P49862;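 active = activation above the mean of all tested compounds plus 3 SD, computed per campaign excluding outliers beyond control limits, cut at about 13% in these data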
Target sequence (P49862 whole entry, looked up): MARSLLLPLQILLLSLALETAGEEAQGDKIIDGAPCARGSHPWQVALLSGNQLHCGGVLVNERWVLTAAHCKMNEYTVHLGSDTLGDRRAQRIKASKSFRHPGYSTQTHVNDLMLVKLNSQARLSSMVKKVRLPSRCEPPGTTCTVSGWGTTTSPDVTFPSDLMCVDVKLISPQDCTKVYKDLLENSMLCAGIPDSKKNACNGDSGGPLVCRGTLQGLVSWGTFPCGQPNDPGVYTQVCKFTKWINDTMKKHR
TDP2 absorb = blocks human TDP2 phosphodiesterase activity | inhibition, % at 12.8 µM | O95551 | recombinant TDP2, T5PNP hydrolysis, p-nitrophenol absorbance 415 nm | hit rate 0.34% among 370,000;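 active = inhibition above the mean of all tested compounds plus 3 SD, set per campaign, cut at about 25% in these data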;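 note: 0% = DMSO with enzyme and 100% = buffer with substrate but no TDP2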
Target sequence (O95551 whole entry, looked up): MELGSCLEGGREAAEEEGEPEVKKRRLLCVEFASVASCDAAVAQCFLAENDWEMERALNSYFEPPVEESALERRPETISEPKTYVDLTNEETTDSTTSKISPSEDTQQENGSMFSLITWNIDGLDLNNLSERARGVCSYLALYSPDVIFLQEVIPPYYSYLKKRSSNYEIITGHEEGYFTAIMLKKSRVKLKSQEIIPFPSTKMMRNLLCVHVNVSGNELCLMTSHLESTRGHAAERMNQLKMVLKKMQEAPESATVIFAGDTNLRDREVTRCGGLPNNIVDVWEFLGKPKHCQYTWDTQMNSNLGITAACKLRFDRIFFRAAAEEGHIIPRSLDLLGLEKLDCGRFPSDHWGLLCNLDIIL
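Evaluation: % inhibition relative to enzyme-containing and enzyme-free wells. Material: recombinant human TDP2. Benchmarks: enzyme-free and DMSO wells. Timing: enzyme reaction with compound for 2 h at 37 °C. Compound dosing: 12.8 µM only. Measured by: p-Nitrophenol epi absorbance. Reagent: T5PNP substrate at 5 mM, a TopII-DNA adduct mimic. Replication: single well per compound.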
TCR CD3 inh = blocks the human TCR-CD3 interaction; inhibition, % at 9.4 µM; hit rate 0.37% among 360,000; TAMRA-labeled TCR probe fluorescence, biochemical; in the data active = inhibition above about 19%;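 note: recombinant mutant TCR 2C K166C tagged with TAMRA read by polarization; 0% = receptor in buffer alone and 100% = receptor with positive control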
UHRF1 binding = UHRF1 methyl-DNA binding inhibition; Q96T88; UHRF1 binding to methylated oligo, TR-FRET; inhibition, % at 4.4 µM; hit rate 0.75% among 370,000; AID 687016; in the data active = inhibition above about 21%;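 note: UHRF1 SRA domain binding a hemimethylated CpG hairpin DNA probe; 0% = median of test compound wells and 100% = reference inhibitor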
Tn7 DDE FP = DD(E)-Tn7 binding inhibition, primary FP screen; P02675; FP displacement of FITC-Tn7 peptide from fibrin DD(E); 0% = median of compound wells per plate; inhibition, % at 8.3 µM; hit rate 0.13% among 370,000; AID 720508;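 active = inhibition above the mean of compounds falling within the control limits plus 3 SD of them, cut at about 14% in these data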;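 note: 0% = plate median of compound wells and 100% = 10 µM Aha-Tn7 peptide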
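Test system – human fibrin DD(E) · Times – 10 min preincubation, 3 h with tracer, room temperature · Detection – fluorescence polarization of the labelled Tn7 tracer · Measure – percent inhibition normalized to high-control wells · Benchmarks – high control wells with 10 µM unlabelled Aha-Tn7 peptide (full inhibition) · Repeats – singlicate testing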
DDE Tn6 FP inh = disrupts Tn6 cyclic peptide binding to fibrin D-Dimer-E complex; P02675; Fibrin DD(E) TRITC-Tn6 fluorescence polarization displacement; inhibition, % at 8.3 µM; hit rate 0.21% among 370,000;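 active = inhibition above a per-campaign cutoff: mean of compounds within control limits plus 3 SD, cut at about 15% in these data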;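 note: 0% = median of all compound wells on the plate and 100% = blocking peptide control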
Numbers without * were called inactive. Outcome played no part in choosing rows. Share with any hit: about 4.6%.

SMILES	MBD2 inh	PRMT1 FP inh	SIAE primary	LEDGF integ inh	proKLK7 act	TDP2 absorb	TCR CD3 inh	UHRF1 binding	Tn7 DDE FP	DDE Tn6 FP inh
c1ccc(CCc2nc(-c3cccnc3)no2)cc1	4	1	-5	2	-1.0	4	0	1	2	0
O=C(CSc1nnc(-c2ccco2)o1)NC1CCCCCC1	2	0	18*	0	-0.3	-12	5	-4	3	-8
CC1(C)Cc2cccc(OCC(=O)N3CCN(c4cccc(C(F)(F)F)c4)CC3)c2O1	-9	-1	12	4	0.1	-9	2	1	-13	-1
Cc1[nH]n(-c2ccccc2)c(=O)c1C(c1cccc([N+](=O)[O-])c1O)c1c(C)[nH]n(-c2ccccc2)c1=O	21*	4	1	26*	0.2	84*	3	24*	4	4
COc1ccc(-n2nc(C(=O)NCC(=O)NCc3ccco3)c3ccccc3c2=O)cc1	3	1	-1	2	0.0	13	1	1	0	5
COc1cc(OC)cc(C(=O)NNC(=O)c2ccc3ccccc3n2)c1	6	3	3	-18	-1.0	-2	-5	-2	5	12
Cc1cc(C(=O)CCC(=O)NC(C)c2ccc(S(N)(=O)=O)cc2)c(C)s1 (stereo unspecified)	1	-1	-7	4	0.3	-12	-4	1	-4	-2
Cc1cc(C)n(-c2ccc(C(=O)O)cc2[N+](=O)[O-])n1	2	-1	-7	2	0.6	-6	2	-1	9	5
COc1ccc(-n2nc(C(=O)NCC(=O)NCCCN3CCC(C)CC3)c3ccccc3c2=O)cc1Cl	0	-3	6	3	-1.0	-6	-6	6	6	1
CCNC(=O)C1(C)CCN(C(=O)c2ccccc2OC)C1 (stereo unspecified)	-5	-1	4	-1	-0.1	0	2	-1	2	2
Cc1cc(Br)ccc1NC(=O)CNC(=O)Cc1ccc(S(=O)(=O)N2CCOCC2)s1	-2	2	-9	0	0.2	1	6	-3	5	-3
COc1ccccc1NS(=O)(=O)c1ccc(Br)s1	1	3	1	-2	-0.8	-6	-4	3	2	-6
CN1CCc2nc3sc(C(=O)NCc4ccccc4)c(N)c3cc2C1	-16	7	1	-3	-4.0	7	-7	-14	-3	0
CC(C)CCn1cnc2c1c(=O)n(C)c(=O)n2C	10	3	-3	3	0.6	7	6	20	1	0
COc1ccc(/C=C/C(=O)OCn2c(SC)nnc(C)c2=O)cc1OC	-1	-2	5	6	0.2	3	4	0	-3	8
Cc1nc(NCCc2ccc(Cl)cc2)c2nnn(Cc3ccccc3)c2n1	0	3	-1	-2	0.0	-3	-2	2	0	12
C=CCN1C(=O)c2ccc(C(=O)N(CC)CC(=O)Nc3c(F)cccc3F)cc2C1=O	3	-4	-4	0	-0.3	-10	8	-1	-6	2
CC(=O)Nc1ccc(S(=O)(=O)Nc2nc3ccccc3nc2N2CCCCCC2)cc1	-9	0	-4	2	-0.1	-9	4	-3	9	1
CC(NCCC1(Cc2ccccc2Cl)CCOC(C)(C)C1)c1cccs1 (stereo unspecified)	2	-1	-1	3	0.7	-7	1	3	-5	7
COc1nc(-c2ccccc2)nc(C)c1CC(=O)O	3	4	-5	0	0.0	6	1	-1	-1	2
CCC(CO)n1c(SCc2cc([N+](=O)[O-])cc3c2OCOC3)nc2ccccc2c1=O (stereo unspecified)	-7	0	-4	-1	0.3	-5	6	-3	5	-8
CCN(C(=O)CSc1nnc(C(C)N(C)C)n1-c1ccc(F)cc1)C1CCS(=O)(=O)C1 (stereo unspecified)	-1	0	4	0	0.0	2	-7	-1	2	5
O=C(CN1C(=O)NC(c2ccccc2)(c2ccccc2)C1=O)NC1CCCCC1	2	1	9	-1	0.8	-8	-12	20	-2	-9
CCSc1ccc(-c2nn(-c3ccccc3)cc2/C=C(/C#N)C(=O)NC)cc1	-3	-2	8	1	0.1	9	3	-1	1	-7
COc1ccc(-c2cn(-c3ccc(Br)cc3)c3[n+]2CCS3)cc1	3	1	-3	-1	-0.5	10	-10	5	11	-6

Carrying on.
SMILES	MBD2 inh	PRMT1 FP inh	SIAE primary	LEDGF integ inh	proKLK7 act	TDP2 absorb	TCR CD3 inh	UHRF1 binding	Tn7 DDE FP	DDE Tn6 FP inh
CC(C)(C)N1[C@@H](CC(=O)O)c2cc(C(F)(F)F)ccc2S1(=O)=O	-1	3	2	-1	-0.3	-2	-7	1	2	7
CCC(C(=O)NCc1ccc(F)cc1)N(Cc1ccco1)C(=O)c1snc(C(N)=O)c1N (stereo unspecified)	-2	0	0	2	1.8	-6	2	1	0	-2
Cc1ccc(C(=O)COC(=O)c2cc(Cl)nc3ccccc23)cc1C	3	0	-9	0	-0.6	4	7	-1	9	3
O=C(Nc1ccccc1)c1ccccc1OCc1ccc(S(=O)(=O)N2CCOCC2)cc1	0	2	-1	-8	-0.2	-2	-6	3	2	-3
Cc1cc(N/N=C/c2c(O)ccc3ccccc23)nc(-c2ccccc2O)n1	-2	-2	21*	-2	-5.7	-1	1	-4	1	-7
O=C1CCCN1CCCN1CC(C(=O)N(CCO)Cc2ccccc2)CCC1=O (stereo unspecified)	5	6	-2	0	0.0	-4	1	2	-3	3
O=C(CC(=O)OCc1ccccc1)OCc1ccccc1	1	-7	-4	7	0.5	-4	-1	-2	3	-5
CC1(C(=O)N2CCOCC2)CCCCC1	5	10	-4	4	-0.5	-12	-18	4	10	-5
CC1=CC(C)(C)N(C(=O)CSc2nnc(-c3ccccc3)o2)c2ccc(C)cc21	2	4	1	3	-0.2	2	4	0	-2	-1
O=C(Nc1ccc2c(c1)OCO2)C1Cc2c(-c3ccc(Cl)cc3)ccnc2O1 (stereo unspecified)	2	0	13	-2	0.7	-4	-7	-1	-1	-4
CC(=O)SC1CC(=O)N(c2c(C)cccc2C)C1=O (stereo unspecified)	-2	14	9	3	0.4	5	-1	-3	2	-2
CCOc1cc(C)ccc1OCc1nnc(SCC(=O)c2cccc([N+](=O)[O-])c2)n1C	-1	1	0	2	-0.1	-6	-4	-2	5	-2
CCC1Oc2ccccc2N(CC(=O)NCCCN2CCOCC2)C1=O (stereo unspecified)	2	-2	9	0	0.6	1	2	-1	6	4
O=C(O)c1ccc(NS(=O)(=O)/C=C/c2ccccc2)cc1O	7	3	-9	4	-0.4	1	-3	2	1	-7
Cc1c(/C=N/NC(=O)c2cc(C(C)(C)C)[nH]n2)c2ccccc2n1C	-10	-3	2	1	-0.4	-6	1	-3	4	-1
O=C(O)CNC(=O)CC1S/C(=N/N=C/c2ccccc2O)NC1=O (stereo unspecified)	-7	3	-1	-6	21*	-4	-6	-1	7	2
CC1CCCC(NC(=O)C2CCCN2S(=O)(=O)c2cccc3nsnc23)C1C (stereo unspecified)	0	4	-2	0	0.5	-8	5	1	6	-6
NC(=O)c1cccc(NC(=O)CCCCC(=O)Nc2cccc(C(N)=O)c2)c1	2	-1	-3	-1	0.3	6	-3	0	-3	2
O=C(CSc1nccc(-c2ccc(Br)cc2)n1)NCCc1ccccc1	-4	-3	4	2	-0.2	-5	4	-2	-2	1
COc1cc(NC(=S)N2CCN(S(C)(=O)=O)CC2)cc(OC)c1	-1	-1	7	0	-0.1	3	-6	-1	0	-4
Cc1oc(-c2ccccc2F)nc1CN1CCC(C(=O)NC2CC2)CC1	0	1	6	5	0.1	-1	-6	7	6	-1
COc1ccc(CCNC(=O)C/C(C)=N/NC(=O)c2ccc(N)cc2)cc1OC	-6	0	1	2	-0.5	1	0	-4	13	9
CN(C)S(=O)(=O)NC(c1ccccc1)c1ccccc1	-1	-1	-1	3	-0.2	-21	-4	3	-2	-2
CC(NC(=O)c1cc(COc2ccccc2)on1)c1nccs1 (stereo unspecified)	0	-1	-2	0	0.0	-8	1	-1	-2	3
O=C(CC1SC(N2CCOCC2)=NC1=O)Nc1ccccc1F (stereo unspecified)	-5	0	2	-1	-0.1	-7	-1	0	8	13
CNC(=O)C1(C)Cc2c(-c3ccc4c(c3)OCO4)ccnc2O1 (stereo unspecified)	-1	0	2	-3	0.1	0	2	7	-4	7
O=C(NCCc1ccccn1)c1ccc(OC2CCN(Cc3ccccn3)CC2)cc1	6	8	2	-9	-0.8	-8	-3	3	5	0
Cc1ccccc1NS(=O)(=O)c1cc(C(=O)Nc2cccc(N(C)S(C)(=O)=O)c2)ccc1C	2	0	-19	3	0.6	-9	-8	3	-3	1
O=C(CCCOc1ccc(Cl)cc1Cl)NCCCn1ccnc1	1	-1	-4	27*	0.4	-3	3	1	2	4

2 entries from above, as a markdown table:
| SMILES | MBD2 inh | PRMT1 FP inh | SIAE primary | LEDGF integ inh | proKLK7 act | TDP2 absorb | TCR CD3 inh | UHRF1 binding | Tn7 DDE FP | DDE Tn6 FP inh |
| --- | --- | --- | --- | --- | --- | --- | --- | --- | --- | --- |
| CC(=O)SC1CC(=O)N(c2c(C)cccc2C)C1=O (stereo unspecified) | -2 | 14 | 9 | 3 | 0.4 | 5 | -1 | -3 | 2 | -2 |
| CCOc1cc(C)ccc1OCc1nnc(SCC(=O)c2cccc([N+](=O)[O-])c2)n1C | -1 | 1 | 0 | 2 | -0.1 | -6 | -4 | -2 | 5 | -2 |

An excerpt from above in order of their number in SIAE primary, high to low.
Compound	MBD2 inh	PRMT1 FP inh	SIAE primary	LEDGF integ inh	proKLK7 act	TDP2 absorb	TCR CD3 inh	UHRF1 binding	DDE Tn6 FP inh
CNC(=O)C1(C)Cc2c(-c3ccc4c(c3)OCO4)ccnc2O1 (stereo unspecified)	-1	0	2	-3	0.1	0	2	7	7
COc1ccc(CCNC(=O)C/C(C)=N/NC(=O)c2ccc(N)cc2)cc1OC	-6	0	1	2	-0.5	1	0	-4	9
O=C1CCCN1CCCN1CC(C(=O)N(CCO)Cc2ccccc2)CCC1=O (stereo unspecified)	5	6	-2	0	0.0	-4	1	2	3
NC(=O)c1cccc(NC(=O)CCCCC(=O)Nc2cccc(C(N)=O)c2)c1	2	-1	-3	-1	0.3	6	-3	0	2
O=C(CC(=O)OCc1ccccc1)OCc1ccccc1	1	-7	-4	7	0.5	-4	-1	-2	-5
Cc1ccc(C(=O)COC(=O)c2cc(Cl)nc3ccccc23)cc1C	3	0	-9	0	-0.6	4	7	-1	3
